LGR2 inh – inhibitors of bursicon-induced Drosophila LGR2 receptor cAMP signaling; AID 720647; HEK293 LGR2, CRE-luciferase, bursicon-stimulated, 4 h; 380,000 tested, 0.35% active; inhibition, % at 9.99 µM;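 active = drop in luminescence signal, shown as inhibition above about 50% in the replicate tests, limit read from the data, passing the limit was not always enough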;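 also: agonist challenge used bursicon conditioned medium at about half maximal strength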
PAX8 inh HTS – lowers PAX8-driven luciferase in RMG-I cells | 360,000 tested, 1.2% active | inhibition, % at 12.6 µM | RMG-I TPO-luciferase reporter, SteadyGlo, 24 h;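 active = mean replicate inhibition at least 60% with every replicate also reaching 60%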;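 also: luciferase light reporting Pax8 driven TPO promoter activity; plate controls were median of neutral control wells for no effect and mitoxantrone controls for full effect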
EWS-Fli inh – EWS/Fli transcriptional activity inhibition; inhibition, % at 12.6 µM; A673 NR0B1-luciferase reporter, viability-normalised; 350,000 tested, 0.67% active;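 active = mean inhibition of at least 50% after viability correction, with every replicate also passing that limit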;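 also: firefly luciferase signal divided by Alamar Blue viability fluorescence both relative to DMSO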
S100A4 MyoIIA – inhibitors of human S100A4 binding to myosin IIA peptide | inhibition, % at 10.7 µM | AID 652163 | 360,000 tested, 0.14% active | P26447 | S100A4/TAMRA-MyoIIA peptide fluorescence polarization;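 active = mean inhibition of at least 70% across replicates, with every replicate also reaching that level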
Target sequence (P26447 whole entry, looked up): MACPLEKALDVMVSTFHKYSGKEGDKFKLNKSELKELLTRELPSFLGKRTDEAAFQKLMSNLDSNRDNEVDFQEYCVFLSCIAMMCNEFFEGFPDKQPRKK
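incubation = readout 5 min after mixing, signal stable up to 60 min | system = S100A4 monomer protein | buffer or medium = HEPES pH 7.2 with CaCl2, KCl, NaCl, DTT, Triton | benchmarks = neutral control DMSO, positive control TFP | also added = fluorescent myosin IIA peptide, 5 nM | compound dosing = one concentration per compound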
FN deposition inh – fibronectin deposition inhibition | AH1F fibroblasts, Alexa488-fibronectin deposition fluorescence, overnight | inhibition, % at 12.6 µM | 350,000 tested, 0.086% active | AID 743247;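 active = mean inhibition across replicates of 30% or more, regardless of how many single replicates reach that level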;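 also: positive control wells lacked labelled fibronectin entirely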
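Material – AH1F fibroblast monolayer, labelled fibronectin deposition · Reagent – labelled fibronectin 24 nM · Timing – 1 h adhesion, overnight exposure · Measured by – fluorescence at 485 nm excitation, 525 nm emission · Read-out – inhibition of fibronectin deposition signal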
ERAP1 inh – blocks human ERAP1 aminopeptidase activity; Q9NZ08; recombinant ERAP1, Leu-AMC fluorescence, 60 min; inhibition, % at 10.7 µM; 340,000 tested, 0.15% active;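 active = mean replicate inhibition of at least 30%, or all replicates individually reaching that 30% level; inactive = mean below 30% and not every replicate reaching it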;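 also: 0% = neutral control wells and 100% = L-leucinethiol positive control wells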
Target sequence (Q9NZ08 whole entry, looked up): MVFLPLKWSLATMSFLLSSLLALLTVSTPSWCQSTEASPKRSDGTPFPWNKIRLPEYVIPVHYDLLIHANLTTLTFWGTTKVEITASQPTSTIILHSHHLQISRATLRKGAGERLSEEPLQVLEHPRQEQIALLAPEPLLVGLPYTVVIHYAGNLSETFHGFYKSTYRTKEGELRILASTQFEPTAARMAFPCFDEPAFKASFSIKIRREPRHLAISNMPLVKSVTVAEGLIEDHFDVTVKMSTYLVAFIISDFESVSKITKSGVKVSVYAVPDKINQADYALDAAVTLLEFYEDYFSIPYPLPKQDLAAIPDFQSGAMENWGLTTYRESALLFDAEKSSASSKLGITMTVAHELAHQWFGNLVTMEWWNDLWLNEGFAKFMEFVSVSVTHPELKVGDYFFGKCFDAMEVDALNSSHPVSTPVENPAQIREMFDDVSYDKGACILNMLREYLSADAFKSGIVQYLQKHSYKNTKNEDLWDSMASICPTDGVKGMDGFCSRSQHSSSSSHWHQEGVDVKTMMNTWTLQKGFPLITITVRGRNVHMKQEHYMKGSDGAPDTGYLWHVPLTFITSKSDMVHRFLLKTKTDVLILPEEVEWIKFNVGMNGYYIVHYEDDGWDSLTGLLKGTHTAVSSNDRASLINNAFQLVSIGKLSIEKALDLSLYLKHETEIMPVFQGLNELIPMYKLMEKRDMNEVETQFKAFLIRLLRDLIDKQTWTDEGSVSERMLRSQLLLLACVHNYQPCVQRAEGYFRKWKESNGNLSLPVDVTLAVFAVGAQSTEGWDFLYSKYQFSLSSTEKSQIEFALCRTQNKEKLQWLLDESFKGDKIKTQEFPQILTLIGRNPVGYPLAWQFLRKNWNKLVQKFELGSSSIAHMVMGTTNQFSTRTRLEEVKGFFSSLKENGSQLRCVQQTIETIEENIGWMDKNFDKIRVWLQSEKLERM
PGC1a acetyl inh – lowers PGC1a acetylation signal in U2OS cells; inhibition, % at 15.6 µM; AlphaScreen anti-acetyl-lysine; with virally co-expressed GCN5 acetyltransferase; 350,000 tested, 0.17% active;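 active = every replicate shows inhibition of at least 40%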;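 also: 0% = neutral control wells and 100% = positive control wells; some results beyond the cut were filed as inactive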
PglD inh – blocks C. jejuni PglD acetyltransferase activity; purified PglD enzyme, DTNB colorimetric CoA detection; inhibition, % at 12.5 µM; 360,000 tested, 0.098% active; in the data active = inhibition above about 16%, passing the limit was not always enough; also: strong numbers were not always called active
Starred values were filed as active, the others as inactive; · = not tested or not shown; & = joins results of further samples.

SMILES	LGR2 inh	PAX8 inh HTS	EWS-Fli inh	S100A4 MyoIIA	FN deposition inh	ERAP1 inh	PGC1a acetyl inh	PglD inh
COCCNC(=S)N1CCN(c2nc(-c3cccc(OC)c3)cs2)CC1	-15	-9	-23	-2	1	-5	-4	-3
COCC(=O)N(C)C[C@@H]1Oc2cc(-c3ccccc3)ccc2S(=O)(=O)N([C@H](C)CO)C[C@@H]1C	8	-5	-14	4	·	-3	-10	3
CN1CCN(C(=O)C[C@@H]2CC[C@H]3[C@H](COc4ccc(NC(=O)C5CCC5)cc4C(=O)N3C)O2)CC1	9	14	-13	5	-5	-1	·	·
O=C(N/N=C/c1ccccc1[N+](=O)[O-])c1ccc(COc2ccccc2-c2ccccc2)cc1	-3	38	·	·	1	·	·	3
O=C(Nc1nc(-c2ccc(F)c(F)c2)cs1)Nc1ccc(F)cc1F	-9	33	13	2	-2	-1	·	4
CCCN(CC(=O)Nc1ccc(F)c(F)c1F)CC(=O)Nc1c(C)n(C)n(-c2ccccc2)c1=O	4	0	-4	-4	-8	-6	·	0
O=C(O)c1c2c(nc3ccccc13)/C(=C/c1ccc(O)cc1)CC2	71*	0	20	8	3	-17	·	·
COc1ccc(COC(=O)C2=C(C)NC(=O)NC2c2ccccc2)cc1 (centres undefined)	·	10	-5	-1	11	4	15	-1
O=C(Nc1ccccc1)N[C@@H]1CC[C@H](CCNS(=O)(=O)c2cccc(F)c2)O[C@@H]1CO	1	1	7	-5	·	-1	-11	3
CC1CC(C)CN(C(=O)COC(=O)CCc2nc3ccccc3c(=O)[nH]2)C1 (centres undefined)	8	9	·	·	-2	·	-1	2
Cc1nc(-c2cccc(C(F)(F)F)c2)sc1C(=O)O	-1	-49	-3	0	19	-4	·	·
C[C@@H]1CCCCO[C@@H](CN(C)S(=O)(=O)c2cccs2)[C@@H](C)CN([C@H](C)CO)C(=O)c2cc(NC(=O)NC3CCCCC3)ccc2O1	-3	-3	4	·	·	·	4	4

One compound at a time, as listed above. Order of screens: LGR2 inh, PAX8 inh HTS, EWS-Fli inh, S100A4 MyoIIA, FN deposition inh, ERAP1 inh, PGC1a acetyl inh, PglD inh
CN1CCN(C(=O)C[C@@H]2CC[C@H]3[C@H](COc4ccc(NC(=O)C5CCC5)cc4C(=O)N3C)O2)CC1 is listed with 9, 14, -13, 5, -5, -1, ·, ·
COCCNC(=S)N1CCN(c2nc(-c3cccc(OC)c3)cs2)CC1 is listed with -15, -9, -23, -2, 1, -5, -4, -3

Grouped by structure: those above with a COOH group
SMILES	LGR2 inh	PAX8 inh HTS	EWS-Fli inh	S100A4 MyoIIA	FN deposition inh	ERAP1 inh	PGC1a acetyl inh	PglD inh
O=C(O)c1c2c(nc3ccccc13)/C(=C/c1ccc(O)cc1)CC2	71*	0	20	8	3	-17	·	·
Cc1nc(-c2cccc(C(F)(F)F)c2)sc1C(=O)O	-1	-49	-3	0	19	-4	·	·

Later entries:
SMILES	LGR2 inh	PAX8 inh HTS	EWS-Fli inh	S100A4 MyoIIA	FN deposition inh	ERAP1 inh	PGC1a acetyl inh	PglD inh
CC(=O)OC1C([N+]2(C)CCCCC2)C[C@H]2C3CC[C@H]4C[C@H](OC(C)=O)C([N+]5(C)CCCCC5)CC4(C)[C@H]3CCC12C (some centres undefined)	·	4	-5	2	-2	-2	-6	-3
COc1ccc(NC(=O)N2CC(=O)N3[C@@H](CO)[C@H](c4ccc(C#CCC5CCCC5)cc4)[C@@H]3C2)cc1	13	·	·	10	·	-2	-3	·
COc1ccc(S(=O)(=O)Nc2ccc3c(c2)C(=O)N([C@@H](C)CO)C[C@@H](C)[C@@H](CN(C)C)O3)cc1	4	·	-10	-11	·	-2	4	·
C=CCc1cc(Cl)ccc1OCCNCCN1CCOCC1	1	-2	1	3	·	0	6	·
COc1ccc2c(c1)CCc1c(C(=O)NCc3cccnc3)noc1-2	-59	·	-47	-2	·	5	1	3
Cc1ccc(S(=O)(=O)N2CCC(C(=O)NCCCn3ccnc3)CC2)cc1	-1	-4	5	-4	·	0	·	-1
C[C@@H]1CN([C@H](C)CO)S(=O)(=O)c2ccc(-c3ccccc3F)cc2O[C@@H]1CN(C)Cc1cncnc1	1	·	-6	-31	·	-2	0	2
CC(C)C#Cc1ccc([C@H]2[C@@H](CO)N3C(=O)CN(C(=O)Cc4ccccc4)C[C@@H]23)cc1	7	·	-7	4	-8	2	-3	·
C=C[C@]1(C)C=C2C(=O)C[C@H]3C(C)(C)CCC[C@]3(C(=O)O)[C@@]2(O)CC1	-30	-1	-1	-4	9	2	-10	-4
CO[C@H]1CN(C)C(=O)c2ccc(NC(=O)C3CC3)cc2OC[C@H](C)N(Cc2ccc(F)cc2)C[C@@H]1C	-1	·	-4	14	10	-4	11	·
O=C1CCCc2ccccc2N1Cc1ccc(F)cc1	15	10	-1	-16	6	·	4	·
COc1ccc(/C=C(\C#N)C(=O)Nc2ccccn2)cc1	-15	-3	-1	2	·	2	0	0
O=C(NCCc1ccccc1)[C@@H]1[C@@H](CO)[C@@H]2Cn3c(cccc3=O)[C@H]1N2C(=O)C1CCC1	6	·	-9	0	·	-2	·	-1
Cc1cc(C)nc(N(C#N)CCOc2ccccc2)n1	·	-4	·	·	-7	·	-1	-9
C=CCNC(=O)NC(=O)COC(=O)C(C)Oc1ccc(Cl)cc1Cl (centres undefined)	-37	-5	5	2	2	1	9	·
Cc1ccc(NC(=O)CSc2nc3sc(C)cc3c(=O)n2C)cc1	7	7	19	-2	2	2	·	-2
Cc1cc(N2CCCC2)ccc1NC(=O)COc1ccc(Cl)cc1	17	50	-1	-8	2	1	·	3
CCOc1ccc(S(=O)(=O)N2CCC(C(=O)Nc3cc(S(C)(=O)=O)ccc3Cl)CC2)cc1	·	9	4	2	5	4	-11	2
COc1ccc(NC(=O)Nc2ccc3c(c2)C(=O)N([C@H](C)CO)C[C@H](C)[C@@H](CN(C)Cc2ccc(Cl)c(Cl)c2)OCCCC[C@H](C)O3)cc1	30	21	10	-3	·	3	-4	4
O=C(NCc1cccnc1)c1cc(C2CCCN(C(=O)C3CCCCC3)C2)on1 (centres undefined)	18	8	-2	4	-8	-1	-15	1
O=c1[nH]c(SCc2ccccc2F)nc2ccccc12	-28	13	-11	3	9	8	4	·
COc1ccc(CCNC(=O)Cn2c(=O)n(-c3ccc(F)cc3)c(=O)c3sccc32)cc1OC	1	-2	5	-3	-4	-1	0	-4
O=C(O)C[C@H]1C[C@H]2c3cc(NC(=O)C4CCC4)ccc3O[C@H]2[C@@H](CO)O1	12	-2	-4	6	·	-1	9	-2
COc1ccc2c3c([nH]c2c1)[C@H](CO)N(C(=O)CN(C)C)CC31CN(C(=O)c2ccncc2)C1	-13	·	1	5	·	-5	-9	·
CS(=O)(=O)N1CC(=O)N2[C@H](CO)[C@H](c3ccc(C#CC4CCCC4)cc3)[C@@H]2C1	4	·	1	5	·	·	-13	·
O=C(COC(=O)COc1cccc(F)c1)NCCC1=CCCCC1	-5	-10	8	5	-7	-1	7	·
C=CCN=c1sc(C(=O)OC)cc(=O)n1CC=C	-13	·	·	·	-4	·	-11	5
CCC1SC2=NC(C)=C(C(=O)OC)C(c3ccc(C(=O)OC)cc3)N2C1=O (centres undefined)	·	27	·	·	0	·	1	3
FC(F)(F)c1cc(-c2ccccc2)nc(NCc2cccs2)n1	-1	-6	2	-1	13	3	-8	3
CC(=O)c1cccc(Nc2cc(C)nc3ccccc23)c1	-11	-11	0	-10	-13	-1	-6	1
C[C@@H]1CCCCO[C@@H](CN(C)C(=O)Nc2ccc3c(c2)OCO3)[C@@H](C)CN([C@@H](C)CO)C(=O)c2cc(NC(=O)Nc3ccc(F)cc3)ccc2O1	-4	-7	-6	-3	·	-3	15	-2
COc1ccc(/C(C)=N\NS(=O)(=O)c2ccccc2)cc1OC	-1	10	39	0	·	5	·	·
COc1ccc(OC)c(S(=O)(=O)Nc2cc(C(=O)O)ccc2N2CC3CC(C2)c2cccc(=O)n2C3)c1 (centres undefined)	0	25	2	-2	-2	3	·	-9
CC(C)CC#Cc1ccc([C@@H]2[C@H](CO)N3C(=O)CN(C(=O)Nc4ccc(F)cc4)C[C@@H]23)cc1	7	·	16	-4	·	0	-5	·
CCn1nc(C)c(CNC(=O)c2cc(COc3ccc(F)cc3Cl)on2)c1C	12	-13	18	1	2	0	8	4
NC(=O)C1CCN(C(=O)CC2C(=O)NCCN2Cc2cccc(Oc3ccccc3)c2)CC1 (centres undefined)	9	10	1	-2	4	-3	·	-2
C[C@H]1CN([C@@H](C)CO)C(=O)c2cccc(NC(=O)C3CCCCC3)c2O[C@H]1CN(C)S(=O)(=O)c1ccc(Cl)cc1	8	2	4	·	·	·	-6	·
COc1ccc(NC(=O)N(C)C[C@@H]2Oc3ccc(NC(=O)Nc4cccc5ccccc45)cc3C(=O)N([C@@H](C)CO)C[C@@H]2C)cc1	-11	·	-1	-11	·	0	12	0
C[C@H]1CN([C@@H](C)CO)C(=O)c2cc(NC(=O)c3ccncc3)ccc2O[C@@H]1CN(C)S(=O)(=O)c1ccccc1	19	-22	-2	2	·	-2	0	2
COc1ccc(NC(=O)C[C@H]2C(=O)N(c3ccccc3)C[C@@H]2CSC)cc1	3	1	-3	12	-7	·	-13	-1
CCC(=O)N/N=C(\C)CC(=O)Nc1ccc2c(c1)OCCO2	18	-2	2	-5	·	-2	·	·
Cc1nc(N2CCC(C)CC2)c2c(C)c(C(=O)O)sc2n1	·	-23	·	·	1	·	-4	-8
COCC(=O)N1CC(=O)N2[C@H](C1)[C@@H](c1ccc(C#CC3CCCCC3)cc1)[C@@H]2CO	0	-10	3	-5	·	4	2	·
C[C@@H]1CN([C@H](C)CO)C(=O)c2cccc(NC(=O)C3CCOCC3)c2O[C@H]1CN(C)S(=O)(=O)c1cn(C)cn1	25	·	-5	-29	-13	0	0	-1
O=C(NC(=S)Nc1ccc(N2CCOCC2)cc1)c1cccc(Cl)c1	-41	-60	-19	0	-3	3	·	·
COc1ccc(-c2cc3ccccc3cn2)cc1	18	-31	18	-5	-2	5	6	-1
CCOc1ccccc1OCCCNCc1ccccc1	9	22	11	0	-4	1	·	-5
CCc1ccccc1NC(=O)CSc1nc2ccccc2nc1N1CCOCC1	-2	7	5	-3	8	0	-13	0
Cc1ccc(CN2CC(C(=O)NNC(=O)Cn3ccc(C(F)(F)F)n3)CC2=O)cc1 (centres undefined)	-10	16	2	-2	·	0	1	2
CCn1c(SCC(=O)NNC(=S)Nc2ccccc2)nnc1-c1ccc(Cl)cc1	7	9	2	26	-4	0	8	-6
Fc1ccc(CN2CCN(c3ncnc4scc(-c5ccc(F)cc5)c34)CC2)cc1	4	13	14	8	3	-2	-11	7
Nc1ccccc1C(=O)N1O[C@@H]2C=C[C@H]1C2	-15	-21	0	-1	-3	2	1	7
O=C(CC1C(=O)NCCN1C(=O)Nc1ccc(F)cc1)Nc1cc(Cl)ccc1Cl (centres undefined)	-10	20	-10	-10	-3	-2	·	1
Cc1c(N=C/C=C2/N(C)c3ccccc3C2(C)C)c(=O)n(-c2ccccc2)n1C	1&-3	2	9	-21	·	9	12&5	-14
Cc1ccc(Nc2ccc3nonc3c2[N+](=O)[O-])cc1	6	7	2	-7	-6	5	·	·
C[C@@H](NC(=O)c1[nH]cnc1C(=O)Nc1ccccc1)c1ccccc1	2	34	-3	4	1	-2	·	5
Cc1noc(C)c1S(=O)(=O)NC(=O)C1(C)CCN1C(=O)Cc1ccc(-c2ccccc2)cc1 (centres undefined)	11	-28	-13	-1	-10	-3	9	-2
CCC(=O)[C@@]1(C)[C@H](C)C[C@H]2[C@@H]3CCC4=CC(=O)C=C[C@]4(C)[C@H]3[C@@H](O)C[C@@]21C	4	-1	-1	-4	-10	3	-13	1
OCCN=Cc1c(O)[nH]c2ccccc12	-9	·	·	-1	·	0	·	1
CN(C)/N=C/C=C1\CCC/C(=C\c2ccc(F)c(F)c2)C1=O	25	-50	-39	4	17	-2	9	·

High-throughput results as filed in PubChem BioAssay.
